UBC13 polyUb – UBC13 polyubiquitin chain formation inhibitors, primary screen, biochemical, TR-FRET, uHTS. inhibition, % at 20 µM. 330,000 tested, 0.47% active; in the data active means inhibition above about 45%, passing the limit was not always enough
Target sequence (P61088 whole entry, looked up): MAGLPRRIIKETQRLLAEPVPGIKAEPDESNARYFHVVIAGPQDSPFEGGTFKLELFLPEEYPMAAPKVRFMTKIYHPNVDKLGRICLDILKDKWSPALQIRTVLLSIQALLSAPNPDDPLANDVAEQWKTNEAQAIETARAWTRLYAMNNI
Jurkat NFkB inh – inhibitors of induced NF-kB luciferase reporter, primary screen, TCR NF-kB activation inhibitor project, cell-based, luminescence, uHTS; Jurkat, PMA/ionomycin-induced NF-kB luciferase reporter; inhibition, % at 4 µM; 330,000 tested, 0.53% active; AID 435003, 2010
CCR6 antagonist – CCR6 receptor antagonists, primary screen, cell-based, CHO-K1, luminescence, beta-arrestin, uHTS; C-C chemokine receptor type 6 (Homo sapiens), P51684; CHO-K1 CCR6 PathHunter beta-arrestin, CCL20-stimulated; inhibition, % at 20 µM; 340,000 tested, 0.49% active;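 active means compounds whose inhibition of the agonist-driven luminescence signal at 20 µM reaches about 50%, limit read from the data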;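 further: cells stimulated with CCL20 at 14 nM final; plate controls were DMSO with CCL20 for no effect and DMSO without agonist for full effect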
Target sequence (P51684 whole entry, looked up): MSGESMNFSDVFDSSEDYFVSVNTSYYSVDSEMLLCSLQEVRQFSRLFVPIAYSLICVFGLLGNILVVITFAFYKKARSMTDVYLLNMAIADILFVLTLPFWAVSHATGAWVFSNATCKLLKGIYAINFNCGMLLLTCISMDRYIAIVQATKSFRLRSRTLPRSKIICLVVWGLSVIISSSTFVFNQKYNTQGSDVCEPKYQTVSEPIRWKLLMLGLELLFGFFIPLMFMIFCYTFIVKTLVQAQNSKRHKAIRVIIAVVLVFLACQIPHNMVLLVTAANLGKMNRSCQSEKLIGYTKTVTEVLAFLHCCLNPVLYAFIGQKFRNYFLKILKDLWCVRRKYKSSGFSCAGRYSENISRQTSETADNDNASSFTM
SENP8 block – SENP8 protease inhibitors, primary screen, biochemical, luminescence; Sentrin-specific protease 8 (Homo sapiens), Q96LD8; purified SENP8, Z-RLRGG-aminoluciferin cleavage; inhibition, % at 10 µM; 330,000 tested, 1.2% active
Target sequence (Q96LD8 whole entry, looked up): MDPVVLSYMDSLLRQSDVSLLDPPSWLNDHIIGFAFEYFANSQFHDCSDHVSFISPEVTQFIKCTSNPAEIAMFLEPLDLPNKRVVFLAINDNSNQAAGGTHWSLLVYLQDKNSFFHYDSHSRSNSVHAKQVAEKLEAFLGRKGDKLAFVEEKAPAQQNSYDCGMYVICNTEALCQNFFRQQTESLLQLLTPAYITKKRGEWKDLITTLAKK
EBI2 antag – EBI2 receptor antagonists, beta-arrestin recruitment, primary screen, cell-based, luminescence, 7a,25-OHC stimulation, uHTS; G-protein coupled receptor 183 (Homo sapiens), P32249; AID 651636, 2012; 7a,25-OHC stimulated; inhibition, % at 5 µM; 360,000 tested, 0.81% active; in the data active means inhibition above about 38%;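 further: enzyme fragment complementation signal reports receptor beta-arrestin coupling in cells; 0% = agonist plus DMSO wells and 100% = wells without agonist; some results beyond the cut were filed as inactive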
697 NFkB inh – inhibitors of PMA/ionomycin-induced NF-kB reporter, 697 cells, primary screen, B-cell NF-kB inhibitor project, cell-based, luminescence, uHTS. 697 B-cell NF-kB luciferase reporter, 16 h. inhibition, % at 4 µM. 330,000 tested, 0.33% active. AID 435022, 2010; in the data active means inhibition above about 35%
Apaf-1 inh – inhibitors of human Apaf-1 apoptosome, primary screen, biochemical, DEVD-Rh110 fluorescence, uHTS. Apoptotic protease-activating factor 1 (Homo sapiens), O14727. reconstituted apoptosome caspase-3 activity. inhibition, % at 20 µM. 330,000 tested, 0.71% active; active means inhibition of at least 40% at 20 µM;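 further: plate controls were DMSO wells for no effect and DEVD-CHO caspase inhibitor wells for full effect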
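Assay system – apoptosome proteins · Medium – Hepes buffer, pH 7.5 · Also added – cytochrome c with DEVD-Rh110 · Timing – 30 min compound preincubation, 50 min activation, room temperature · Detection – Rh110 fluorescence, excitation 480 nm, emission 540 nm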
Gli-Sufu block – Gli-Sufu pathway antagonists, primary screen, luciferase luminescence, Sufu-KO-LIGHT cells, uHTS. inhibition, % at 5 µM. 340,000 tested, 0.74% active. Sufu-KO-LIGHT fibroblasts, Gli luciferase reporter luminescence. AID 588413, 2011;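 active means inhibition above about 55%, limit read from the data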;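 further: 0% = DMSO-treated cells and 100% = wells with medium but no cells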
* marks the source's active call; other numbers are inactive results; · = not tested or not shown. Unless noted, no stated cut-off is given here; in the data, active means inhibition above about 50%; inactive means the rest.

Start of the listing, in advance:
Under each structure: Apaf-1 inh	Gli-Sufu block	CCR6 antagonist	UBC13 polyUb	Jurkat NFkB inh	697 NFkB inh	EBI2 antag	SENP8 block
- NCCCCCC(=O)Nc1ccncc1
  -14	2	0	1	18	13	-1	-1
- COc1cc(/C=C/CO)cc(OC)c1OC/C=C(\C)CCC=C(C)C
  29	-5	-1	-7	-11	2	8	3
- COCC1CCN(C(=O)c2cc(COc3ccccc3SC)on2)C1 (centres undefined)
  13	-23	11	1	4	4	-12	5

Results, repeating the preview:
Under each structure: Apaf-1 inh	Gli-Sufu block	CCR6 antagonist	UBC13 polyUb	Jurkat NFkB inh	697 NFkB inh	EBI2 antag	SENP8 block
- NCCCCCC(=O)Nc1ccncc1
  -14	2	0	1	18	13	-1	-1
- COc1cc(/C=C/CO)cc(OC)c1OC/C=C(\C)CCC=C(C)C
  29	-5	-1	-7	-11	2	8	3
- COCC1CCN(C(=O)c2cc(COc3ccccc3SC)on2)C1 (centres undefined)
  13	-23	11	1	4	4	-12	5
- Fc1ccc(C2CCCN2Cc2nc(Cc3ccccc3F)no2)cc1 (centres undefined)
  7	-7	3	-2	-13	20	2	-4
- CC(C)CNC(=S)N(CCCO)Cc1cc2cc3c(cc2[nH]c1=O)OCCO3
  30	4	-3	-14	-17	-53	-1	3
- COc1ccc(CNC(=O)CN2CCN(S(=O)(=O)c3cccs3)CC2)cc1OC
  5	18	3	-5	3	0	-1	-5
- Cc1ccc(-n2c(=O)cc(NCc3cccnc3)[nH]c2=O)cc1
  -7	1	-3	-4	13	11	-13	-12
- COc1ccc(/C=C(\NC(=O)c2ccc(C)cc2)C(=O)Nc2ccc(C(=O)O)cc2)cc1
  8	8	-1	-18	-8	5	-6	-12
- CN1CCN(c2ccc(NC(=O)c3cccc(OCc4ccccc4)c3)cc2)CC1
  20	-9	24	32	-72	-51	-9	21
- C=CCNCC(O)COc1ccc(C(C)=O)cc1OC (centres undefined)
  -12	2	0	0	2	2	-4	-7

Under each structure: Apaf-1 inh	Gli-Sufu block	CCR6 antagonist	UBC13 polyUb	Jurkat NFkB inh	697 NFkB inh	EBI2 antag	SENP8 block
- CC1(C)Oc2ccc(C(=O)NN)cc2NC1=O
  5	-9	-19	5	-10	3	-15	-2
- CCN(CC)C(=S)SCC(=O)c1c(C)[nH]c2ccccc12
  9	-12	19	12	-18	3	-3	-5
- O=C(O)CCCCCCCCCCCc1ccccc1
  2	7	7	-6	1	22	7	41
- CC(=O)Nc1ccc(S(=O)(=O)N2CCC(n3cnc4cc(F)ccc43)CC2)cc1
  16	-1	12	-3	2	-12	-1	-3
- COc1cc2cc(CCCOC(=O)c3ccc4c(c3)OCO4)oc(=O)c2cc1OC
  6	-6	8	-2	-6	14	-8	-8
- CC12C(=O)N(NC(=O)c3ccncc3)C(=O)C1C1C=CC2C1 (centres undefined)
  -14	0	4	2	11	-16	-11	-2
- CCCn1c(C(C)Nc2nc(-c3cc(Cl)c(N)c(Cl)c3)cs2)nc2cc(Cl)c(N3CCCCC3)cc21 (centres undefined)
  -4	-3	7	-21	9	0	0	0
- O=C(O)c1ccc(Cl)c(S(=O)(=O)Nc2ccc3[nH]c(=O)[nH]c3c2)c1
  17	-3	7	-26	4	16	6	4
- c1ccc(-c2cc3c(NCC4COc5ccccc5O4)ncnc3s2)cc1 (centres undefined)
  15	-5	5	15	1	-9	22	-7
- CCOC(=O)c1nc2c(ccc3ccccc32)cc1C
  13	-5	9	5	-28	-38	-1	-14

Under each structure: Apaf-1 inh	Gli-Sufu block	CCR6 antagonist	UBC13 polyUb	Jurkat NFkB inh	697 NFkB inh	EBI2 antag	SENP8 block
- Cc1cccc(C)c1NC(=O)CN(C)CC(=O)c1c(N)n(Cc2ccccc2)c(=O)n(C)c1=O
  18	5	9	5	-11	-7	-5	-12
- COc1ccccc1N(Cc1cc(=O)[nH]c2ccccc12)C(=O)C(C)C
  12	2	0	-2	-6	-1	-2	-15
- CCCCNC(=O)c1cn(CC)c2ccc(S(=O)(=O)N3CCCCCC3)cc2c1=O
  22	52	9	14	23	16	6	-5
- Cc1nnc(SCC(=O)OC2CC(C)CCC2C(C)C)[nH]c1=O (centres undefined)
  1	2	-1	5	-2	3	3	-3
- COC(=O)c1ccccc1NC(=O)CSc1nc2ccccc2c(=O)[nH]1
  0	6	11	2	3	13	6	1
- COc1ccc(N2CCN(C(CNC(=O)C(=O)NC3CC3)c3ccco3)CC2)cc1 (centres undefined)
  3	2	1	-1	9	4	-8	3
- C1CN(CC23CC4CC(CC(C4)C2)C3)CCO1
  -8	25	0	8	-2	16	-5	5
- COC(=O)c1ccc2c(c1)NC(=O)CS2
  -3	-6	-14	-5	-3	-29	-12	-2
- CN(C)S(=O)(=O)c1ccc(C(=O)Nc2ccc3c(c2)CCC3)cc1
  3	-17	7	1	-42	-74	56*	9
- CCOc1cc(S(=O)(=O)NCCCN2CCOCC2)c(C)cc1C
  6	5	-7	5	-4	3	8	12

Under each structure: Apaf-1 inh	Gli-Sufu block	CCR6 antagonist	UBC13 polyUb	Jurkat NFkB inh	697 NFkB inh	EBI2 antag	SENP8 block
- O=C(c1ccc2c(c1)OCO2)N1CCN(c2ncccn2)CC1
  8	-3	-1	-3	-1	8	-15	-4
- CCOc1ccc(NC(=O)C2CC(=O)N3CCCN=C3S2)cc1 (centres undefined)
  14	-5	0	-5	0	-2	-8	4
- COc1ccc(-c2sc3ccc(N4CCOCC4)cc3c2-c2ccc(O)cc2)cc1
  9	23	17	9	-9	-14	14	2
- CCCn1c(C(O)c2ccc(OC)cc2)nc2ccccc21 (centres undefined)
  7	-3	10	-6	-8	-7	-3	-15
- CN(CC(=O)N1CCCCCC1)S(=O)(=O)c1ccc(F)cc1
  1	-24	4	0	-12	-26	-10	5
- COc1cccc(-c2nc(CS(=O)(=O)CC(=O)Nc3cc(F)ccc3F)c(C)o2)c1
  14	0	17	-4	2	-53	7	-7
- Cc1ccc(S(=O)(=O)N2CCC(C(=O)NCc3cccnc3)CC2)cc1
  -24	4	1	4	3	25	2	-4
- NC(=O)c1ccc(NC(=O)Nc2ccc3c(c2)OCO3)cc1
  1	-10	9	0	-45	-19	4	-9
- O=C(N/N=C/c1ccc(O)c2ncccc12)c1cccc(Br)c1
  -68	-5	15	0	8	-20	-2	1
- COC(=O)c1cccc(-n2sc3ccccc3c2=O)c1
  -1	3	14	0	-6	10	18	57*

Three of the compounds above, with bars between the fields:
Molecule | Apaf-1 inh | Gli-Sufu block | CCR6 antagonist | UBC13 polyUb | Jurkat NFkB inh | 697 NFkB inh | EBI2 antag | SENP8 block
CN(CC(=O)N1CCCCCC1)S(=O)(=O)c1ccc(F)cc1 | 1 | -24 | 4 | 0 | -12 | -26 | -10 | 5
COc1cccc(-c2nc(CS(=O)(=O)CC(=O)Nc3cc(F)ccc3F)c(C)o2)c1 | 14 | 0 | 17 | -4 | 2 | -53 | 7 | -7
COC(=O)c1cccc(-n2sc3ccccc3c2=O)c1 | -1 | 3 | 14 | 0 | -6 | 10 | 18 | 57*

Later entries:
Under each structure: Apaf-1 inh	Gli-Sufu block	CCR6 antagonist	UBC13 polyUb	Jurkat NFkB inh	697 NFkB inh	EBI2 antag	SENP8 block
- CSc1nsc(/C=C/Nc2ccc(F)cc2)c1C#N
  9	-5	28	-24	13	7	-9	7
- CC(C)c1ccc(NC(=O)c2cc(S(=O)(=O)N3CCCC3)c[nH]2)cc1
  20	5	0	0	-11	-17	20	-2
- CC(C(=O)Nc1sc2c(c1C(=O)NCc1ccco1)CCCC2)N1C(=O)c2ccccc2C1=O (centres undefined)
  3	-17	16	-5	6	-11	9	-3
- CN(C)C(CNC(C(=O)Nc1ccc([N+](=O)[O-])cc1Br)c1ccccc1)c1ccccc1 (centres undefined)
  -2	11	13	4	4	2	-5	1
- CC(C)C(=O)Nc1cccc(C(=O)Nc2ccc3c(c2)OCO3)c1
  2	-80	12	-3	-95	-115	-4	1
- COc1ccc(CN(C(=O)/C=C/C(=O)c2ccc(OC)cc2O)C(C(=O)NC2CCCCC2)c2ccncc2)cc1 (centres undefined)
  15	10	2	2	5	10	11	2
- O=[N+]([O-])c1cc(S(=O)(=O)N2CCOCC2)ccc1N1CCNCC1
  2	1	-2	-2	9	6	-8	15
- COc1cc(C)c(S(=O)(=O)N2CCN(C)CC2)cc1C
  1	8	-3	3	6	7	-1	0
- COc1ccc(CNC(=O)C2CCC(CNS(=O)(=O)c3cccs3)CC2)cc1 (centres undefined)
  4	20	5	3	17	10	7	-2
- Cc1cc(-c2ccc(C)c(S(=O)(=O)NCCCN3CCCCCC3)c2)on1
  7	18	-7	5	11	-23	9	-3

Under each structure: Apaf-1 inh	Gli-Sufu block	CCR6 antagonist	UBC13 polyUb	Jurkat NFkB inh	697 NFkB inh	EBI2 antag	SENP8 block
- Cc1cc(C(=O)Nc2ccc(C)c(S(=O)(=O)N3CCOCC3)c2)c2ccccc2n1
  15	1	16	-13	-2	19	-6	-14
- O=C(Nc1ccc(F)cc1F)c1cc2nc3c(c(C(F)(F)F)n2n1)CCCC3
  -3	-6	2	-10	-61	-65	-16	-20
- COc1ccc(OC)c(C2NC(=O)NC(C)=C2C(=O)Nc2ccc(C)cc2)c1 (centres undefined)
  -25	0	-4	1	-5	24	3	-4
- O=C(NCCc1ccccc1)c1ccccc1NC(=O)C1CCCCC1C(=O)O (centres undefined)
  0	·	·	-2	-59	-76	·	4
- Cc1ccc(/C=N/NC(=O)COc2ccc(Cl)c(C)c2)o1
  13	25	12	-2	-2	-26	12	-9
- O=C(NN1C(=O)/C(=C\c2ccc(O)c([N+](=O)[O-])c2)SC1=S)c1ccccc1Cl
  15	14	60*	-165	-3	1	16	-9
- Cn1c(=O)c2c(ncn2CC(=O)Nc2nc(-c3ccc(F)c(F)c3)cs2)n(C)c1=O
  -10	7	0	5	12	23	-8	4
- CCC(C)(C)NC(=O)C(c1ccc(OC)cc1)N(CCOC)C(=O)CCC(=O)Nc1nccs1 (centres undefined)
  -2	-3	-4	-28	7	-15	-10	-10
- COC(=O)C1=C(NC(=O)CCCCl)CCS1
  -10	0	-2	-2	-1	0	-5	-1
- Cc1cc(NS(=O)(=O)c2ccc(NC(=O)Cc3ccc([N+](=O)[O-])cc3)cc2)no1
  9	-8	11	-6	12	4	7	-14
- CCc1ccccc1NC1=NCC(=O)N1Cc1ccc(OC)cc1
  2	2	9	1	-16	-11	-6	-7
- CC(C)C1N=C2c3ccccc3N=C(SCC#N)N2C1=O (centres undefined)
  -2	6	17	12	3	16	-1	0

These rows are one share of the data, so the mix of outcomes need not match the whole.
